# Apoferritin bind – qHTS Assay for Identification of Novel General Anesthetics; Ferritin light chain (Equus caballus), P02791; apoferritin/1-aminoanthracene competitive binding, fluorescence; Potency, µM (top dose mostly 77.5 µM), without a hit: at the top dose activity change, negative = displacement, usual class: inhibitors; 350,000 compounds, 0.074% hits; further: potency means the concentration at half of the fitted maximal effect; on the % scale 0 is the no-effect control and ±100 the full control effect; nearly all actives have a fitted effect of over 20% in size
#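 Horse-spleen apoferritin (10 uM) was mixed with 50% saturated 1-aminoanthracene in PBS, exposed to compounds for 10 min at room temperature, and read for fluorescence (ex 380 nm, em 535 nm). Competitive displacement was fitted with a four-parameter Hill equation.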
# Pol kappa inh – qHTS for Inhibitors of Polymerase Kappa. DNA polymerase kappa (Homo sapiens), Q9UBT6. purified Pol kappa, fluorescent DNA synthesis assay, 10 min. Potency, µM (doses to about 107 µM), for inactives: at the top dose activity, negative = inhibition, usual class: inhibitors. 400,000 compounds, 0.53% hits; further: potency means the concentration at half of the fitted maximal effect; on the % scale 0 is the no-effect control and ±100 the full control effect
#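 10 nM Pol kappa was preincubated with compounds for 15 min at room temperature. Reaction started with 50 nM (final) substrate. Fluorescence read kinetically at 0 and 10 min.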
# ALOX12 inh – Primary qHTS assay for inhibitors of human arachidonate 12S-lipoxygenase (ALOX12): Round 2; purified 12hLO, xylenol orange hydroperoxide absorbance; Potency, µM (highest dose often 108 µM), inactives show top-dose activity change, negative = inhibition, most hits filed as inhibitors; 580,000 compounds, 1.1% hits; AID 1671190, 2021; further: potency means the concentration at half of the fitted maximal effect; on the % scale 0 is the no-effect control and ±100 the full control effect
#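 Hydroperoxide product was detected by ferrous iron/xylenol orange as the 573 to 405 nm absorbance ratio. Arachidonic acid at 40 uM (final) was turned over for 30 min at room temperature by 150 nM human 12hLO, pH 7.0 Hepes buffer, after 15 min compound preincubation.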
# BLM helicase inh – qHTS Assay for Inhibitors of Bloom's syndrome helicase (BLM); RecQ-like DNA helicase BLM (Homo sapiens), P54132; 350,000 compounds, 0.2% hits; recombinant BLM DNA unwinding, fluorescence dequenching; Potency, µM (titrated, usually from 56.1 µM), without a hit: at the top dose activity change, negative = inhibition, actives largely listed as inhibitors;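 further: potency means the concentration at half of the fitted maximal effect; plate controls were vehicle for no effect and no enzyme for full effect; nearly all actives have a fitted effect of over 35% in size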
# TRHR ag – qHTS for Small Molecule Agonists and Allosteric Enhancers of Human TRH Receptor: Primary Screen for Agonists; activation, % at 2 µM; Thyrotropin-releasing hormone receptor (Homo sapiens), P34981; AID 493084, 2011; 360,000 compounds, 0.18% hits; TRHR cells, calcium flux fluo-8, FDSS agonist mode; in the data active means activation above about 30%; further: 0% is about no effect
#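 TRHR-expressing cells loaded with fluo-8 calcium dye; 23 nL library compound pin-transferred, kinetic FDSS fluorescence (Ex 480/Em 530) recorded about 180 s for agonist-induced calcium release, before a 10 nM TRH EC20 addition for potentiator mode.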
# ERG Ets-DNA blk – qHTS for Small Molecule Inhibitors of the ERG Ets/DNA interaction | fluorescence polarization, His-ERG Ets domain / labelled DNA | 370,000 compounds, 0.028% hits | Potency, µM (series often up to 76.9 µM), without a hit: at the top dose FP activity, negative = inhibition, hits mostly inhibitors | Transcriptional regulator ERG (Homo sapiens), P11308; active means well fitted inhibition curve with a large enough effect in the polarisation, with a control signal flat; inconclusive means small, poorly fitted or top-dose-only effect, or effect the other way, or a change in a side signal; inactive means no such curve, though single readings can be large or run the other way; the % refers to the polarisation;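 further: polarization taken with two DNA probes labelled with fluorescein and Texas red; potency means the concentration at half of the fitted maximal effect; % of control where 0% means no effect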
#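 His-tagged ERG Ets domain (1 uM in the protein solution; 300mM KCl, 50mM Tris-HCl, 1mM EDTA, 1mM DTT, pH 7.5) received compound, then a probe mix of 5 nM fluorescein-DNA and 100nM Texas-615-DNA. Fluorescence polarization was read for both dyes.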
# Pol iota inh – qHTS for Inhibitors of Polymerase Iota. DNA polymerase iota (Homo sapiens), Q9UNA4. Pol iota fluorescent replication assay, 10 min. Potency, µM (highest dose often 115 µM), for the others: at the highest dose activity, negative = inhibition, actives largely listed as inhibitors. 390,000 compounds, 1% hits. AID 588590, 2011; further: potency means the concentration at half of the fitted maximal effect
# Target sequence (Q9UNA4 whole entry, looked up): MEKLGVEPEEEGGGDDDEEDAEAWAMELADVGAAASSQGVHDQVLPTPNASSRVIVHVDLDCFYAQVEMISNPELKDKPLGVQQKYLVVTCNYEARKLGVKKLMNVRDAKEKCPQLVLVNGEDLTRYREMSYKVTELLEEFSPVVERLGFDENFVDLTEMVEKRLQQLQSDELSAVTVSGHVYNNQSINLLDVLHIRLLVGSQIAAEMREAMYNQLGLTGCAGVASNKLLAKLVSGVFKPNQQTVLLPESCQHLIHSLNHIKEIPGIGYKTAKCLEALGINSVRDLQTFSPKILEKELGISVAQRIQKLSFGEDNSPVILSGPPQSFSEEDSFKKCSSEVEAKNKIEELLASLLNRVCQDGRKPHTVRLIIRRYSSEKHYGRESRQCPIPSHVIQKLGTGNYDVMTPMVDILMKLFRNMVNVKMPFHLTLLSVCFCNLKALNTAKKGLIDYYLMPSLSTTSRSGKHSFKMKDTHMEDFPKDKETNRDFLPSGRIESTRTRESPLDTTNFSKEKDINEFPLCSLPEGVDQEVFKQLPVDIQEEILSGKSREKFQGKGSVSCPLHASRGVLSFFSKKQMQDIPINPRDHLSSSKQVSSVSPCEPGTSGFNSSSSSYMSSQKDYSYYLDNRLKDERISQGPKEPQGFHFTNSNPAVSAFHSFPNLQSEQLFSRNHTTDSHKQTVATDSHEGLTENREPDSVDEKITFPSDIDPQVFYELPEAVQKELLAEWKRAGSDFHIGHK
#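 Fluorescent replication assay read twice, at 0 min and 10 min after adding 50 nM (final) substrate. Enzyme (10 nM) and compounds were first incubated 15 min at room temperature; enzyme-free buffer wells were negative controls.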
# Pol beta inh – qHTS Assay for Inhibitors of DNA Polymerase Beta; Pol beta primer extension/strand displacement, fluorescence kinetic; 340,000 compounds, 1.3% hits; Potency, µM (series often up to 114 µM), without a hit: top-dose activity change, negative = inhibition, most hits filed as inhibitors; P06746; further: potency means the concentration at half of the fitted maximal effect; on the % scale 0 is the no-effect control and ±100 the full control effect
#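 Homogeneous kinetic assay of primer extension and strand displacement by 10 nM Pol beta, preincubated 15 min at room temperature with compound before 50 nM substrate (final) was added. Read at 0 and 10 min; four-parameter Hill fit.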
# APE1 inh – qHTS Assay for Inhibitors of the Human Apurinic/apyrimidinic Endonuclease 1 (APE1); DNA repair nuclease/redox regulator APEX1 (Homo sapiens), P27695; recombinant APE1, TAMRA/BHQ-2 abasic DNA cleavage fluorescence; Potency, µM (top dose mostly 65.8 µM), without a hit: at the top dose activity change, negative = inhibition, hits mostly inhibitors; 350,000 compounds, 0.35% hits; AID 2517, 2012;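 further: potency means the concentration at half of the fitted maximal effect; plate controls were vehicle for no effect and reference inhibitor for full effect; nearly all actives have a fitted effect of over 55% in size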
# Target sequence (P27695 whole entry, looked up): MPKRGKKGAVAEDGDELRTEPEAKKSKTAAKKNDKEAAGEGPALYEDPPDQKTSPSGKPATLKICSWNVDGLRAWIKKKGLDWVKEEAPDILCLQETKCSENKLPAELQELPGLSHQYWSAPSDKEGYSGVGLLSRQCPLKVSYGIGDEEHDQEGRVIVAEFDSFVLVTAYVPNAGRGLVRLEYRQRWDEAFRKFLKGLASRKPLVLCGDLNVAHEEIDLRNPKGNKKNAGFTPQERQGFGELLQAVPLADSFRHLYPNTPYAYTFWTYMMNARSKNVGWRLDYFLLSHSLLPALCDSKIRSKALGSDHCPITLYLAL
#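 Activity was derived from the fluorescence gain between first and third kinetic reads (60 s intervals, ex 525/em 598 nm) after 50 nM THF-abasic TAMRA/BHQ-2 duplex was added to 0.75 nM APE1 preincubated 15 min with compound.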
# * hit, by the source's call; ? = inconclusive; nt = not tested or not shown; & = joins results of further samples; [ ] = another dose, or the depositor's remark. Unless noted, the call rests on the fitted dose curve; in most records, active means well fitted curve in the direction sought with a large enough effect; inconclusive means small, poorly fitted or top-dose-only effect, or another doubt; inactive means no such curve, though single readings can be large; an effect the other way counts as inactive or inconclusive. Some of the compounds tested (hit frequency here may not be typical).
SMILES,Apoferritin bind,Pol kappa inh,ALOX12 inh,BLM helicase inh,TRHR ag,ERG Ets-DNA blk,Pol iota inh,Pol beta inh,APE1 inh
O=C(Nc1cc(S(=O)(=O)N2CCOCC2)ccc1N1CCCCC1)c1ccccc1Br,nt,-13%,?,nt,nt,1%,51%[activator],nt,-16%
CCOC(=O)C1(Cc2ccc(O)cc2)NC(c2ccco2)C2C(=O)N(c3ccccc3F)C(=O)C21 (stereo not drawn),-10%,-19%,0%,-3%,0.7,8%,10%,71%,9%
COCCNC(=O)/C(C#N)=c1\s/c(=C\c2ccccc2OC(F)F)c(=O)n1Cc1ccccc1,-2%,nt,nt,-3%,103*,nt,nt,3%,-3%
Cc1ccc(NS(=O)(=O)c2ccc(C)c(C(=O)Nc3ccc(S(=O)(=O)Nc4onc(C)c4C)cc3)c2)cc1,nt,2%,?,nt,nt,1%[15.4 µM],-10%,nt,nt
OC1(c2cccc(C(F)(F)F)c2)CCN(c2ncnc3c2[nH]c2ccc(F)cc23)CC1,-4%,-5%,0%,4%,-0.5,2%,-16%,3%,4%
CN(C)C(CNC(=O)c1cc2ccccc2o1)c1ccco1 (stereo not drawn),nt,-3%,213%[activator],nt,nt,-21%,0%,nt,-14%
COc1ccc(C(=O)OCC(=O)N2C(C)CCCC2C)cc1S(=O)(=O)N1CCOCC1 (stereo not drawn),nt,-12%,-6%,nt,nt,5%,55%[activator],nt,-13%
O=C(CCCN1C(=O)C(c2ccccc2)Oc2cccnc21)NCc1ccccc1Cl (stereo not drawn),-13%,14%,0%,0%,-0.6,14%,-8%,3%,30%
COc1ccc(-c2c(C)nn(Cc3ccccc3)c2N)cc1,-19%,-11%,-51%,0%,0.1,-2%,-17%[58.9 µM],13%,-1%
CCOC(=O)c1c(NC(=O)CN2CCCc3ccccc32)sc(C)c1CC,-14%,-9%,-14%,-4%,-0.5,13%,3%,15%,-1%
CCc1nc(SCc2ccccc2C)n[nH]1,-20%,-2%,7%,1%,-0.1,-2%,-20%,-2%,4%
Cn1c(-c2ccccc2)cc(=O)n1-c1ccccc1,nt,0%,5%,nt,nt,1%,13%,nt,nt
CC(Sc1nc2ccccc2s1)C(=O)NCc1ccc2c(c1)OCO2 (stereo not drawn),7%,-15%,14%,5%,-0.3,7%,12%,11%[57.1 µM],0%
Cc1nnc(SCC(=O)NC2CCCC2)n1-c1ccccc1,nt,-5%,-3%,nt,0.2,14%,-2%,nt,46%
COc1ccc(C)cc1NC(=O)COC(=O)c1ccc2c(c1)OCO2,nt,-9%,22%,nt,0.1,-2%,-13%,nt,26%
CCc1cccc(C)c1NC(=O)c1cc(S(=O)(=O)N2CCOCC2)cn1C,4%,5%,-12%,0%,0.0,1%,32%[activator],7%,nt
Cc1cc(O)c(Sc2ccccc2)c(=O)o1,nt,-8%,?,nt,nt,19%,25%,nt,nt
Cc1ccc(C(=O)OC(C)CN2CCOCC2)cc1 (stereo not drawn),-4%,-8%,211%[activator],-3%,0.5,-2%,161%[activator],13%,-1%
CCSc1nnc(NC(=O)CSC2=NCCS2)s1,-16%,0%,41%[activator],-18%,0.1,-8%,81%[activator],5%,0%
CCC(=O)Nc1c(C)c(CC)nc2ccccc12,-4%,0%,24%,2%,-0.2,2%,6%,-16%,-1%
COc1cc(C=O)ccc1OCCCOc1ccccc1C(=O)O,-8%,-26%,88%[activator],0%,-0.1,-8%,-11%,6%,0%
Cc1ccc(-c2n[nH]c(=S)n2/N=C/c2cccn2C)cc1,-9%,-4%,25µM*,-4%,-1.2,3%,16%,8%,-1%
COc1ccccc1CNc1ccc2nnc(CCNC(=O)c3ccc(C)cc3)n2n1,-18%,2%,5%,0%,1.0,12%,34%[activator],7%,-4%
O=C(CSc1nc2[nH]c(=O)cc(O)c2s1)NCCc1ccccc1,nt,-12%,6%,nt,0.1,9%,?,nt,16%
CCc1cnc2c(c1SCC(=O)Nc1ccc(Cl)cc1)c(=O)n(C)c(=O)n2C,-1%,-14%[60.1 µM],-20%,-1%,0.0,2%,?,1%,nt
# Next compounds
SMILES,Apoferritin bind,Pol kappa inh,ALOX12 inh,BLM helicase inh,TRHR ag,ERG Ets-DNA blk,Pol iota inh,Pol beta inh,APE1 inh
CC(C)NC(=O)CN(C(=O)CCC(=O)Nc1ccccn1)c1ccc(F)c(Cl)c1,-12%,-1%,-2%,0%,0.7,13%,-1%,-2%,4%
S=c1[nH]nc(Nc2ccccc2)s1,-4%,-15%,?,-1%,-0.1,-11%,60%[activator],43%,13%
CCOC(=O)C1CCN(C(=O)CCn2c(=O)[nH]c3ccsc3c2=O)CC1,-5%,5%,0%,-9%,0.5,1%,11%,18%,-2%
CC(=O)C1CCCN(C(=O)c2ccc3nc(Cc4cccc(Cl)c4)oc3c2)C1 (stereo not drawn),?,-10%,5%,-2%,-0.1,2%,22%,7%,48%[activator]
Cc1ccc(C2=CC(=O)CC(C)(C)C2)cc1,nt,-3%,-15%,nt,-1.1,9%,-3%,nt,-8%
Cc1nc(C)c(C(=O)C2=C(O)C(=O)N(CCN3CCOCC3)C2c2ccco2)s1 (stereo not drawn),-9%,-24%,?,-3%,0.7,3%,21%,7%,-7%
CN(C)c1ccc(C2CC(c3ccccc3)=Nc3nc(-c4ccccc4)cn32)cc1 (stereo not drawn),-13%,nt,nt,-7%,4.4,nt,nt,-5%,-2%
O=c1[nH]c(N2CCc3ccccc32)nc2c1CCCC2,-4%,-2%,132%[activator],-2%,-0.4,0%,5%,1%,4%
CCCN(CCC)CCCNC(=O)c1cn(CC)c2ccc(S(=O)(=O)N(C)C3CCCCC3)cc2c1=O,4%&-6%,0%&3%,-5%&-24%,4%&-4%,0.3&1.0,1%&-2%,35%&16%[activator],29%&32%,3%
O=C(Nc1nc(-c2ccccn2)cs1)c1ccc(Br)s1,-9%,-6%,3%,1%,0.2,-4%,18%,25%,1%
c1ccc2c(c1)CCN(C1=Nc3cccc4cccc1c34)C2,65%[activator],-10%,-44%,4%,1.5,17%,52%[activator],7%,?
Cc1cc(C)n2c(Nc3ccccc3C)c(-c3cccs3)nc2n1,135%[activator],18%,-21%,0%,-0.8,7%,2%,3%,nt
Cc1ccc(NC(=O)C2CCCN(S(=O)(=O)c3cnc[nH]3)C2)cc1C (stereo not drawn),10%,-15%,-2%,3%,0.5,4%,15%,-2%,1%
COc1ccc(C2=NOC(C)(c3sc(-c4ccc(Cl)cc4)nc3C)C2)cc1 (stereo not drawn),nt,-13%,-6%,nt,nt,-8%,-20%,nt,nt
CCCCOC(=O)c1ccc(OC(=O)c2sc3ncn(Cc4ccccc4Cl)c(=O)c3c2C)cc1,-4%,-10%[60.1 µM],-19%,0%,-0.2,2%,11%,-1%,nt
COc1ccc(C(c2sc3nc(C)nn3c2O)N2CCN(CCO)CC2)cc1OC (stereo not drawn),1%,4%,-13%,-2%,0.4,-8%,-13%,?,1%
CN(C)CCCNC(=O)C(=O)Nc1ccc2c(c1)N(S(=O)(=O)c1cccs1)CCC2,nt,-2%,2%,nt,-0.1,0%,16%,nt,29%
CC1(C)CCc2cc(-c3ccn(S(=O)(=O)c4ccccc4Cl)n3)ccc2O1,-5%,-7%,?,-11%,0.2,-3%,63%[activator],22%,?
Cc1cc(C(=O)NC2CCCCC2)on1,-2%,5%,-7%,-1%,0.1,4%,12%,19%,15%
CNS(=O)(=O)c1cn(CC(=O)Nc2cccc(C(F)(F)F)c2)cc1S(=O)(=O)NC,3%,2%,?,-1%,1.3,0%,23%,-17%,nt
Cn1c(=O)c2c(nc(SCC(=O)Nc3ccccc3F)n2Cc2ccc(Cl)cc2)n(C)c1=O,1%,-4%,-13%,-3%,-0.6,-7%,19%,-1%,nt
S=c1[nH]c2ccccc2n2cccc12,3%,-1%,?,0%,0.3,17%,?,7%,-2%
COCCN(C(=S)Nc1ccc(C)cc1)C(C)c1ccco1 (stereo not drawn),-13%,-10%,23%,-4%,-0.5,-9%,-3%,0%,0%
O=C(Cc1ccccc1[N+](=O)[O-])NC1CC2CCC1C2 (stereo not drawn),?,-6%,233%[activator],-4%,-0.1,-9%,14%,23%,21%
COc1ccc(S(=O)(=O)NCCc2sc(C)nc2C)cc1,6%,-4%[60.1 µM],-9%,-1%,0.8,0%,13%,6%,nt
Cc1ccc2c(C(=O)CSc3ccccc3)c(C)[nH]c2c1,3%,-13%,-29%&-1%,1%,1.5,-5%,5%,25%,20%
O=C(CSC1=NS(=O)(=O)c2ccccc2N1)Nc1cccc(F)c1,nt,-8%,?,nt,-0.2,7%,-1%,nt,11%
O=C(CNC(=O)c1ccco1)N=Nc1c(O)n(CCc2ccccc2)c2ccccc12,?,-15%,-1%,-6%,0.6,5%,30%,8%,2%
COc1ccc(N(C(=O)c2ccco2)S(=O)(=O)c2cc(Cl)c(Cl)cc2Cl)cc1,?,-8%,12%,-11%,-0.3,-2%,17%,-2%,-1%

# Bioassay records: PubChem, National Center for Advancing Translational Sciences (NCATS)
